# SDO1 yeast rescue = compounds rescuing growth of sdo1-depleted yeast, bone marrow failure model; S. cerevisiae sdo1-depleted JHY4D growth rescue, OD600 30 h; active compounds read high; pdr5 snq2 efflux-pump mutant strain; z-score at 10 µM; 140,000 tested, 0.21% active;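 active = z-score above 3 at both the 24 hr and the 30 hr optical density reads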;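 also: z-score against mean and SD of all compound wells on the same plate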
# INS promoter inh = TRM-6 insulin promoter activity inhibition; 130,000 tested, 0.9% active; inhibition, % at 2 µM; TRM-6 cells (human fetal islet line), insulin promoter-eGFP reporter, imaging; reporter expression induced with tamoxifen; AID 1273;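 active = inhibition above the mean plus 3 SD, with well images judged a real hit on visual review, cut at about 60% in these data, passing the limit was not always enough; inconclusive = inhibition over the cutoff but images rejected on review; inactive = inhibition not above the cutoff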
# SDO1 yeast rescue Rescue 24 h = second read-out of SDO1 yeast rescue, no call of its own (marks repeat the call); z-score; S. cerevisiae sdo1-depleted JHY4D growth rescue, OD600; measured here: growth rescue at 24 h;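 0 is the plate mean of compound wells and units are plate SD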
# * hit, by the source's call; ? = inconclusive; . = no result given. An unsorted share of the library (roughly 0.92% active in at least one column).
SMILES,SDO1 yeast rescue,SDO1 yeast rescue Rescue 24 h,INS promoter inh
Cc1ccc(-n2nnnc2SC(C)C(N)=O)c(C)c1 (configuration not stated),-0.31,0.59,.
CCCOc1ccccc1C(=O)N(Cc1ccco1)C1CCS(=O)(=O)C1 (configuration not stated),1.5,1.2,-100
CCOC(=O)/C(C#N)=c1/s/c(=C2\C=Cc3ccccc3N2CC)c(=O)n1CC,1.1,3.7,10
CCOC(=O)C1=C(C)NC(SCC(=O)OC)=C(C#N)C1c1ccc(C(=O)OC)cc1 (configuration not stated),0.51,0.06,.
Cc1nc2c(c(-c3ccccc3)c1C#N)C(=O)c1ccccc1-2,-1.1,-0.11,5
CC(C)(C)NC(=O)C(c1ccccc1F)N(Cc1ccco1)C(=O)c1csnn1 (configuration not stated),-0.29,-0.31,-64
Cc1ccc2oc(=O)c3cnn(CC(=O)Nc4ccccc4N4CCN(C)CC4)c3c2c1,-0.03,-0.72,14
CN(C)CCCOC(=O)Cc1ccc(Cl)cc1,0.87,0.58,-16
CC(C)OC(=O)CSc1nnc(-c2cnccn2)n1-c1ccccc1,-0.26,-0.8,1
CC(C)=C1C2CCC1C1C(=O)N(c3nccs3)C(=O)C21 (configuration not stated),0.18,0.08,5
COc1ccc(-n2c(Cn3nc(C(F)(F)F)cc3C)n[nH]c2=S)cc1,-0.24,-0.68,-11
Cc1occc1C(=O)NC1CCCCCCC1,-0.47,-1.8,33
Clc1ccc(-c2nnc3n2CCCC3)cc1Cl,0.39,-0.06,-21
COc1ccc(C2/C(=C(/O)c3ccccc3)C(=O)C(=O)N2C)cc1 (configuration not stated),-0.46,-1.1,31
Cn1c(NC(=O)c2ccccc2Br)cc(=O)n(C)c1=O,-0.13,-0.63,.
CC(=O)N1c2ccc([N+](=O)[O-])cc2NC(=O)CC1C (configuration not stated),0.65,0.57,.
CC(=O)C1C(=O)CC(C)(O)C(C(C)=O)C1c1ccccc1 (configuration not stated),.,.,-38
COc1ccc(C2NC(C(=O)O)Cc3c2[nH]c2ccccc32)cc1OC (configuration not stated),-0.09,-0.66,4
CCCNC(=O)CN(C)S(=O)(=O)c1ccc(F)cc1,0.2,0.04,-38
Cc1cc(C)n(C(=O)COc2ccccc2C)n1,-0.36,-0.26,59
O=C(NCCCN1CCOCC1)c1cccs1,0.63,0.26,18
CC(C)CNC(=S)NNC(=O)c1ccc(OC(F)F)cc1,0.24,-0.65,9
CCCn1nnc(NC(=O)c2cccnc2Cl)n1,-0.71,-0.81,44
CCc1ccc(NCc2nc(-c3ccccc3)no2)cc1,-0.62,-0.05,31
CN(C)c1nc2c(c(N)nn2-c2ccc(Cl)cc2)c(=O)o1,1.4,2.2,.
COc1cc(OC)cc(C(=O)NCC2CCCO2)c1 (configuration not stated),1.2,0.92,.
CCOC(=O)c1nnn(CC(=O)N2N=C(c3ccccc3)CC2c2ccccc2)c1C(=O)OCC (configuration not stated),-0.54,-0.22,39
CS(=O)(=O)N(CC(=O)Nc1ccccc1C(=O)NCCc1ccccc1)c1ccc2c(c1)OCCO2,2,1.8,.
COc1ccc(C2C(C(=O)OC3CCCCC3)=C(C)Nc3nnnn32)c(OC)c1OC (configuration not stated),-1.5,-1.1,25
CCOc1ccc(S(=O)(=O)Nc2ccccc2SC)cc1,-0.64,-0.44,56
Cn1cc([N+](=O)[O-])c(C(=O)NNC(=O)c2ccc([N+](=O)[O-])cc2)n1,.,.,27
CCOC(=O)c1cnc(SCC(=O)Nc2ccc(N3CCOCC3)c(Cl)c2)nc1N,-0.28,-0.11,17
Cc1cc(OCCn2ccnc2)ccc1C(C)C,0.45,-0.31,-8
COc1cccc(-n2nnnc2SCC(=O)Nc2nc3c(s2)CCCC3)c1,-1.1,-0.86,58
N#Cc1cc2c(nc1SCC(=O)O)CCCC2,1.1,0.87,20
NC(=O)c1ccccc1N/C=C/C(=O)c1ccc(F)cc1,-0.54,-0.9,21
CCOC(=O)C(=NC1CCCCC1)NNc1cccc(C(F)(F)F)c1,-0.82,-1.5,.
CC(=O)c1c(C(C)=O)c(C)n(-c2ccc(N)c(C)c2)c1C,-0.26,-1.1,-22
Cc1cc(Cl)ccc1OCCCC(=O)NCC1CCCO1 (configuration not stated),-0.27,-1.1,66
CC1(C)CC(NC(=O)c2cccc3ccccc23)CC(C)(C)N1,-0.01,-0.4,19
OCCN1CCN(CC(O)COc2ccc(C34CC5CC(CC(C5)C3)C4)cc2)CC1 (configuration not stated),.,.,-36
NNc1nc(Nc2ccccc2)nc(N2CCCCC2)n1,0.64,0.99,64
C=CCn1c(SCC(=O)N2CCc3ccccc3C2)nc2sc(C)cc2c1=O,-1.7,-0.76,-30
C/C(=N\NC(=O)COc1ccc(C(C)(C)C)cc1)c1ccc(OC(F)F)cc1,-0.28,-0.36,.
Cc1ccc(Cn2c(=O)n(Cc3ccco3)c(=O)c3ccccc32)cc1,-0.05,0.65,-4

# As a short view, 6 of the compounds above.
SMILES,SDO1 yeast rescue,SDO1 yeast rescue Rescue 24 h,INS promoter inh
CC(=O)c1c(C(C)=O)c(C)n(-c2ccc(N)c(C)c2)c1C,-0.26,-1.1,-22
Cc1cc(Cl)ccc1OCCCC(=O)NCC1CCCO1 (configuration not stated),-0.27,-1.1,66
CC1(C)CC(NC(=O)c2cccc3ccccc23)CC(C)(C)N1,-0.01,-0.4,19
OCCN1CCN(CC(O)COc2ccc(C34CC5CC(CC(C5)C3)C4)cc2)CC1 (configuration not stated),.,.,-36
NNc1nc(Nc2ccccc2)nc(N2CCCCC2)n1,0.64,0.99,64
C=CCn1c(SCC(=O)N2CCc3ccccc3C2)nc2sc(C)cc2c1=O,-1.7,-0.76,-30

# Next records follow:
SMILES,SDO1 yeast rescue,SDO1 yeast rescue Rescue 24 h,INS promoter inh
O=C1CCCC2=C1C(c1ccccc1)CC(=O)N2c1ccccc1 (configuration not stated),-0.53,-0.14,-182
COc1ccc(C(=O)Nc2ccc(S(=O)(=O)Nc3cc(C)nc(C)n3)cc2)c(OC)c1,-0.03,0.27,-38
Cc1cc(C)c(-n2c(C)cc(/C=C3/NC(=O)NC3=O)c2C)c(C)c1,-1.6,-0.73,-62
Cc1cc(/C=C(\C#N)C(=O)O)c(C)n1CC(C)C,0.99,0.66,.
Cc1ccc(C)c2[nH]c(=O)c(CN(Cc3ccc4c(c3)OCO4)Cc3nnnn3Cc3ccco3)cc12,-0.51,-0.29,26
COc1ccc(-n2c(SCc3ccc([N+](=O)[O-])cc3)nnc2-c2ccccc2)cc1,-0.73,-0.21,.
O=C(NCCc1ccccc1)C1CC(=O)N(C2CCCCCC2)C1 (configuration not stated),0.36,0.23,.
CCOC(=O)Cc1csc2nc3sc(C)c(C)c3c(=O)n12,0.7,0.66,38
CCOc1cccc(C(=O)N(Cc2ccco2)C2CCS(=O)(=O)C2)c1 (configuration not stated),0.66,0.67,-15
Cc1cc2cc(CCNC(=O)C(=O)c3c[nH]c4ccccc34)c(=O)[nH]c2cc1C,.,.,0
Cc1ccc2nc3sc(C(=O)Nc4ccc(N5CCOCC5)cc4)c(N)c3cc2c1,-0.34,0.96,25
O=C(Oc1c(CN2CCOCC2)cc(Cl)c2cccnc12)c1ccccc1,.,.,-9
COc1cccc(=O)c2c(C)oc(C)c12,0.46,1.4,24
Oc1oc(-c2cccc3ccccc23)nc1/C=N/c1nccs1,-0.87,-0.01,-6
O=C(/C=C/c1ccc2c(c1)OCO2)c1ccc(F)cc1,-0.29,-0.9,15

# Entries above that have an aryl thioether with sulfur outside any ring (8):
SMILES,SDO1 yeast rescue,SDO1 yeast rescue Rescue 24 h,INS promoter inh
Cc1ccc(-n2nnnc2SC(C)C(N)=O)c(C)c1 (configuration not stated),-0.31,0.59,.
CC(C)OC(=O)CSc1nnc(-c2cnccn2)n1-c1ccccc1,-0.26,-0.8,1
CCOc1ccc(S(=O)(=O)Nc2ccccc2SC)cc1,-0.64,-0.44,56
CCOC(=O)c1cnc(SCC(=O)Nc2ccc(N3CCOCC3)c(Cl)c2)nc1N,-0.28,-0.11,17
COc1cccc(-n2nnnc2SCC(=O)Nc2nc3c(s2)CCCC3)c1,-1.1,-0.86,58
N#Cc1cc2c(nc1SCC(=O)O)CCCC2,1.1,0.87,20
C=CCn1c(SCC(=O)N2CCc3ccccc3C2)nc2sc(C)cc2c1=O,-1.7,-0.76,-30
COc1ccc(-n2c(SCc3ccc([N+](=O)[O-])cc3)nnc2-c2ccccc2)cc1,-0.73,-0.21,.

# Remaining list, next part
SMILES,SDO1 yeast rescue,SDO1 yeast rescue Rescue 24 h,INS promoter inh
COc1ccccc1C(=O)n1nc(C)cc1C,0.5,0.08,-35
O=C(N/C(=C\c1cn(-c2ccccc2)nc1-c1ccccc1)C(=O)N1CCOCC1)c1ccccc1,0.42,0.57,.
N#Cc1ccc(OCC(O)CS(=O)(=O)c2ccc(F)cc2)cc1 (configuration not stated),.,.,-13
CCCCCCC(=O)Nc1nnc(CC)s1,1.1,1.2,69
CCC(C)NC(=O)C1CCC(=O)N(c2ccc3c(c2)OCO3)C1c1ccc(OC)cc1 (configuration not stated),-0.39,-0.71,.
Cc1ccc(-n2[nH]c(C)c(C=Nc3ccc(Br)cn3)c2=O)cc1,.,.,-119
Cc1sc(N)nc1-c1ccccc1,.,.,-60
O=C(Nc1cc(Sc2ccccn2)cc([N+](=O)[O-])c1)c1ccc([N+](=O)[O-])cc1,0.4,0.11,29
CCC(NS(=O)(=O)c1ccc(C)cc1)C(=O)O (configuration not stated),-0.02,-0.35,.
CN(CCNC(=O)c1cn(C)c2ccc(S(=O)(=O)N(C)C)cc2c1=O)CCc1ccccc1,0.26,0.35,.
COc1ccc(S(=O)(=O)N2CCC[C@H]2C(=O)NC2=NCCS2)cc1,0.71,0.49,-14
CCOc1ccc(NC(=O)C23CC4CC(C2)CC(c2ccccc2)(C4)C3)cc1,0.31,0.62,-79
CC(=O)Nc1ccc(NC(=O)C(C)O/N=C/c2cccc([N+](=O)[O-])c2)cc1 (configuration not stated),-0.36,-0.96,8
O=S(=O)(c1ccc2c(c1)nc(COc1ccc(Cl)cc1)n2CC1CCCO1)N1CCOCC1 (configuration not stated),-0.25,0.18,?
COc1ccc2c(c1)C1=NN(/C(C)=C/C(C)=O)C(c3ccc(F)cc3)C1CC2 (configuration not stated),-1.7,-1.2,5
CSCCC(NC(=O)c1ccc(C)o1)C(=O)O (configuration not stated),0.9,1.2,.
CS(=O)(=O)N(Cc1ccc(Cl)cc1)c1ccc(C(=O)NCC2CCCO2)cc1 (configuration not stated),.,.,40
O=C(C1CCCN(S(=O)(=O)c2cccnc2)C1)N1CCN(c2ccccn2)CC1 (configuration not stated),0.24,-0.5,.
Cc1ccc(C(=O)c2no[n+]([O-])c2C(=O)c2ccc(C)cc2)cc1,-1.4,-0.76,-456
N#C/C(=C\c1ccccc1[N+](=O)[O-])C(=O)NC1CCCCC1,.,.,50
CC(C)c1onc(C(=O)N2CCN(Cc3ccccc3)CC2)c1[N+](=O)[O-],0.54,0.48,-40
COc1ccc(NCc2nnc(SCC(=O)NCc3ccccc3)n2-c2ccccc2OC)cc1,-0.73,-0.89,-72
CCCNS(=O)(=O)c1ccc(OCC(=O)NCCCOC)cc1,1.5,0.09,-252
O=C(Nc1cccc2c1[nH]c1ccccc12)C(F)(F)F,-0.51,-0.54,25
CC(C)Cn1nc(NS(=O)(=O)c2ccccc2)c2cc3ccccc3nc21,-2,-1.7,8
Cc1ccc2nc(SC(C)C(=O)NCc3ccc4c(c3)OCO4)[nH]c2c1 (configuration not stated),-0.01,-0.47,.
Cc1cccc(NC(=O)C2SC(=Nc3c(C)cccc3C)C(C(=O)N3CCOCC3)=C2N)c1 (configuration not stated),0.61,0.36,.
Cc1oc2cc(O)ccc2c(=O)c1N1C(=O)c2ccccc2C1=O,-0.02,-1.1,.
O=c1c2ccccc2nc(SCc2cc(=O)n3ccsc3n2)n1CCCO,0.33,0.13,20
COC(=O)CSc1nnc(C)c(=O)[nH]1,-0.72,-0.95,29
CCc1ccc2c(c1)C(c1ccc([N+](=O)[O-])cc1)=NNC(c1ccc(Br)cc1)=N2,-1.1,-0.94,29
COc1ccc(/C=N\N=C2/SC(CC(=O)O)C(=O)N2c2ccc(O)cc2)cc1OC (configuration not stated),0.07,-0.37,-65
c1ccc(Cn2nnnc2C(c2cccs2)N2CCSCC2)cc1 (configuration not stated),-0.68,-0.95,-19
Cc1cc(C(=O)COc2ccc(-c3nnco3)cc2)c(C)n1Cc1ccccc1,-0.86,-0.22,-37
Cn1c(NCc2cccnc2)nc2c1c(=O)n(Cc1ccccc1F)c(=O)n2C,0.25,-0.1,-278
O=C(Cc1ccsc1)NCC(c1ccco1)N1CCCCC1 (configuration not stated),0.17,-0.37,.
COc1ccc(S(=O)(=O)N(c2onc(C)c2Cl)S(=O)(=O)c2ccc(OC)c(OC)c2)cc1OC,0.14,-0.4,.
Cc1c(C(=O)N2CC(C)OC(C)C2)sc2nc(-c3ccccc3)cn12 (configuration not stated),-0.57,0.11,.
CCS(=O)(=O)n1nc(-c2ccc(Cl)cc2)nc1SC,0.27,0.26,72*
CCCCOCCCNS(=O)(=O)c1ccccc1,2.1,1.3,0
CC(C)N1CCN(Cc2ccc(C#CCCO)cc2)CC1CCO (configuration not stated),.,.,-14
Cc1cc2ccccc2nc1SCC(=O)NC1CCCCC1,.,.,36
CCCCn1cnc2c(cnn2-c2ccc(Cl)cc2)c1=O,2.6,3.5,19
O=C(Cc1ccc2cccnc2c1)c1ccc(O)cc1O,-0.13,-0.84,.
COc1cc2c(cc1OC)CN(C(=O)c1ccc(S(=O)(=O)N3CCCCC3)cc1)CC2,0.63,-0.37,.
COc1ccccc1NC(=O)CSc1nnnn1C,1.6,2.3,.
CCOC(=O)c1c(NC(=O)CSc2nc3ccccc3o2)sc(C(C)=O)c1C,-1,-1.9,-54

# From PubChem
